Compound activity as filed in PubChem.
SR-BI uptake up: SR-BI HDL lipid transfer activation. CHO ldlA[mSR-BI] cells, DiI-HDL uptake fluorescence, 3 h; 100 = double the neutral-control signal. activation, % at 12.5 µM. hit rate 0.096% among 320,000;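 active = mean replicate activation of at least 60% and every replicate at or above 60%; inconclusive = mean or all-replicate condition met, but not both; inactive = mean below 60% and not all replicates reaching 60%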;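 also: 0% = median plate neutral-control signal and 100% = twice that signal; values of inactives mirror those of a sister screen read the other way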
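System: CHO ldlA[mSR-BI] cells / Medium: HEPES-buffered (25 mM, pH 7.4) F12 plus 0.5% BSA / Probe or stimulus: labelled HDL, 10 µg/mL / Doses: single compound concentration, delivered by pin transfer / Schedule: 3 h, 37 °C / Measured by: DiI fluorescence, bottom read / Measure: cell-associated DiI fluorescence as measure of HDL uptake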
Tat transport: inhibitors of E. coli Tat protein transport | hit rate 0.036% among 340,000 | inhibition, % at 10 µM | AID 488895 | E. coli MC4100 TorA-mCherry Tat export, fluorescence;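 active = mean replicate inhibition at least 50% and at least half of replicates individually reaching 50%; inconclusive = only one of the two criteria met; inactive = neither criterion met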;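 also: exported cargo escapes ClpAP degradation while cytoplasmic cargo is degraded and loses fluorescence; 0% = median of neutral control wells and 100% = median of NaSCN control wells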
AddAB inh: less growth of phage-infected E. coli with AddAB | E. coli expressing H. pylori AddAB, absorbance growth | inhibition, % at 11.9 µM | hit rate 0.29% among 330,000 | AID 435030; in the data active = inhibition above about 12%;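 also: 0% = vehicle wells of infected cells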
Wnt act: Wnt/beta-catenin pathway activation; hit rate 1.2% among 300,000; activation, % at 9.35 µM; Wnt/beta-catenin reporter cell assay, activator, plate reader; in the data active = activation above about 30%, passing the limit was not always enough; inconclusive = no clear call, values can overlap the other calls;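 also: 0% = neutral control wells and 100% = positive control wells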
MITF act: MITF TRPM1 promoter activation in melanoma cells. activation, % at 12.5 µM. hit rate 0.75% among 300,000. SK-MEL-5 TRPM1-promoter luciferase, 24 h; % of positive control, neutral wells = 0;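 active = mean activation of at least 80% with every replicate also reaching 80%; inconclusive = mean reaches 80% but some replicate falls short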;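 also: 0% = neutral control wells and 100% = parthenolide positive control wells; values of inactives mirror those of a sister screen read the other way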
CAL PDZ FP-1: inhibitors of human CAL PDZ peptide binding; Q9HD26; purified CAL PDZ, TMR-peptide fluorescence polarization, 1 h; inhibition, % at 20 µM; hit rate 0.02% among 330,000; AID 504414;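 active = highest replicate inhibition of at least 40%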;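 also: plate controls were DMSO neutral control wells for no effect and unlabeled competitor peptide control wells for full effect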
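Material: tagged CAL PDZ protein CerCALP, purified; buffer or medium: sodium phosphate/NaCl buffer pH 7.4 with TCEP, IgG, Thesit; also added: fluorescent TMR peptide probe; schedule: 1 h incubation at room temperature before polarization reading; technique: fluorescence polarization from S- and P-plane intensities, G-factor corrected; control set: unlabelled peptide and DMSO controls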
E coli growth: reduces bacterial viability in AddAB counter-screen; E. coli V3065 growth, OD600 absorbance, 18 h; inhibition, % at 11.9 µM; hit rate 0.27% among 330,000; AID 449728;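 active = inhibition above the campaign's mean inhibition across all tested compounds plus 3 SD, cut at about 9.9% in these data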;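 also: uninfected addAB+ strain grown without phage in ampicillin broth; 0% = DMSO wells and 100% = ciprofloxacin 0.95 µg/ml wells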
SR-BI HDL uptake: mouse SR-BI HDL lipid transfer inhibition. ldlA[mSR-BI] CHO cells, DiI-HDL uptake fluorescence, 3 h. hit rate 0.96% among 320,000. inhibition, % at 12.5 µM. Q61009;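 active = mean replicate inhibition of at least 70% and a set share of replicates each scoring 70 or more; inconclusive = meets just one of the two criteria; inactive = fails both criteria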;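 also: 0% = median of neutral control wells and 100% = median of positive control wells; values of inactives mirror those of a sister screen read the other way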
Target sequence (Q61009 whole entry, looked up): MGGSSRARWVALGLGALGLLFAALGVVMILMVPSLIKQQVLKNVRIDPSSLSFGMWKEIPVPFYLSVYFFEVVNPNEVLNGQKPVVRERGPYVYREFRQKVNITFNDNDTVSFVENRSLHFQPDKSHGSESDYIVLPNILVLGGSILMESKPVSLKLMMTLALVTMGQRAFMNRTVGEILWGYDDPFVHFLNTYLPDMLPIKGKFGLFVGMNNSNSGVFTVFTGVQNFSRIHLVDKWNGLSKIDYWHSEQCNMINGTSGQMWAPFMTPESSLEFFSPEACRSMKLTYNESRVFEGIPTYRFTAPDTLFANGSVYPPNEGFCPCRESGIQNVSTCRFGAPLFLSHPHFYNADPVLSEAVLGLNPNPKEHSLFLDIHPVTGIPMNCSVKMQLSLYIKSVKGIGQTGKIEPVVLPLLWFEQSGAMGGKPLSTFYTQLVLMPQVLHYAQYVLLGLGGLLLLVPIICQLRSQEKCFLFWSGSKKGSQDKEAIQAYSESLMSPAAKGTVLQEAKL
phage Ecoli inh: E. coli growth loss with phage present; growth absorbance; inhibition, % at 11.9 µM; hit rate 0.26% among 360,000; AID 651602; in the data active = inhibition above about 11%
CAL PDZ FP-2: blocks peptide binding to the human CAL PDZ domain; purified CAL PDZ, TMR-peptide fluorescence polarization, 1 h; Q9HD26; hit rate 0.92% among 300,000; AID 602252; inhibition, % at 24.9 µM;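 active = mean inhibition of at least 30% with at least half of replicates also reaching 30%; inconclusive = no clear call, values can overlap the other calls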;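 also: 0% = DMSO neutral control and 100% = excess unlabeled competitor peptide PRC23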
Starred values were filed as active, the others as inactive; ? = inconclusive; . = no result given.

SMILES	SR-BI uptake up	Tat transport	AddAB inh	Wnt act	MITF act	CAL PDZ FP-1	E coli growth	SR-BI HDL uptake	phage Ecoli inh	CAL PDZ FP-2
O=C(C[C@@H]1C/C=C\C[C@@H](NC(=O)OCC2c3ccccc3-c3ccccc32)C(=O)OCCNC1=O)N[C@@H](CO)Cc1ccccc1	-49	7	0.0	-2	-7	1.4	-1.2	49	0.5	-7
COc1ccc(OC)c(N=Cc2c(O)[nH]c3ccccc23)c1	-61	0	3.8	.	-6	0.5	-1.9	61	0.9	-1
O=C(/C=C\c1ccc2c(c1)OCO2)Nc1c2c(nn1-c1ccc(Cl)cc1)CSC2	-75	20	2.2	-5	-12	0.8	2.4	75*	3.6	.
CCCSC1=N/C(=C\c2ccsc2)C(=O)S1	-8	2	6.4	.	12	-0.7	-0.1	8	3.1	8
O=C1c2cccc3cccc(c23)C(=O)N1Cc1ccco1	1	-1	-1.8	2	7	-0.2	-1.7	-1	5.7	-2
O=C(CN1C(=O)c2ccccc2S1(=O)=O)NCc1cccs1	29	-16	-0.5	-3	-6	-2.1	-2.0	-29	2.6	-7
CCCC(=O)Nc1cc(C)c(NC(=O)c2cccs2)cn1	15	-4	1.2	3	11	-2.1	0.5	-15	3.2	-3
C#CCOCCOCCOCCNc1nc(N2CCOCC2)nc(N2CCN(C(=O)[C@H](Cc3ccc(O)cc3)n3cc([C@@H](N)C(C)CC)nn3)CC2)n1 (some centres undefined)	0	4	2.7	-3	4	-0.9	-0.3	0	2.1	-3
O=S1(=O)N=C(Oc2ccccc2)c2ccccc21	17	-1	0.3	2	3	0.0	2.3	-17	0.4	-3
O=C(COc1ccc(Br)cc1CO)Nc1ccccc1F	10	1	1.6	2	102*	-0.3	-1.6	-10	1.6	-4
O=C(COC(=O)/C=C/c1nc2ccccc2s1)Nc1cccc2ccccc12	35	3	1.1	.	-4	-1.0	-0.9	-35	0.7	-1
O=C(O)c1cccc2c1C(=O)c1cc([N+](=O)[O-])ccc1-2	22	-12	.	-5	-2	0.9	.	-22	2.9	-2
Cc1cccn2c(=O)c3cc(C(=O)NCCN4CCOCC4)n(C)c3nc12	-46	-4	0.0	3	19	-1.3	0.0	46	1.9	-1
CCOC(=O)Cn1c(=NC(=O)C2CC2)sc2c(C)cc(C)cc21	-19	-9	5.0	5	-10	-1.8	1.8	19	0.5	-7
CC1=NN(C(C#N)c2ccccc2C)C(C)(C)C1 (centres undefined)	15	-7	-0.2	1	1	-0.3	-1.1	-15	4.7	4
Fc1ccc(N2CCN(c3nnnn3-c3ccccc3)CC2)cc1	9	3	0.7	1	-1	0.8	0.0	-9	-2.5	-5
C(=N\n1cnnc1)/c1ccc(N2CCOCC2)cc1	23	-7	1.9	0	-4	.	-0.7	-23	1.1	-5
O=C(Nc1cccnc1)c1scc2c1OCCO2	.	1	0.7	-6	-9	-0.2	0.7	.	2.5	-1
Cc1c(C(=O)NC2CCCCC2)oc2ccccc12	-22	8	1.7	11	76	-1.9	2.4	22	-0.7	-4
O=c1[nH]c2ccccc2c(=O)n1Cc1ccccc1	13	0	0.0	-6	10	-2.2	0.6	-13	1.1	-2

Brought forward from above: 2 compounds, then new ones.
SMILES	SR-BI uptake up	Tat transport	AddAB inh	Wnt act	MITF act	CAL PDZ FP-1	E coli growth	SR-BI HDL uptake	phage Ecoli inh	CAL PDZ FP-2
Cc1c(C(=O)NC2CCCCC2)oc2ccccc12	-22	8	1.7	11	76	-1.9	2.4	22	-0.7	-4
O=c1[nH]c2ccccc2c(=O)n1Cc1ccccc1	13	0	0.0	-6	10	-2.2	0.6	-13	1.1	-2
C=CCn1c(CNC(=O)c2ccccc2C)nnc1SCC(=O)NC1CCCC1	-2	-2	2.6	1	.	-2.0	-0.2	2	-0.6	-1
COC(=O)Nc1nnc(-c2ccc(OC)cc2)s1	3	-7	0.9	?	60	0.0	0.2	-3	4.7	-8
COc1ccc(-n2c(C)nc3c(cnn3-c3ccccc3)c2=O)cc1	-15	10	1.8	-3	-7	.	-1.2	15	2.2	-6
CCc1cc(C(=O)OC)c(NC(=O)CN2CCN(C(=O)c3ccco3)CC2)s1	-4	-12	4.6	-1	-9	-0.1	2.5	4	-1.1	-2
Cc1ccc(NC(=O)c2cccc(OC(F)F)c2)c(OC(F)F)c1	-43	-7	3.0	1	0	-0.9	3.6	43	4.1	1
CCn1c(C)c(C(C)=O)c(NCc2ccccc2)nc1=S	14	5	-0.7	-1	-19	-3.0	-2.2	-14	1.5	-4
O=C(Nc1ccccc1)c1ccc(NC(=O)C2CC2)cc1	-41	-7	1.8	24	78	-2.7	3.9	41	1.4	-11
CC(C)(C)NC(=O)c1cccc(NC(=O)c2ccc3c(c2)C(=O)N(C(C)(C)C)C3=O)c1	-59	1	2.2	-1	7	-0.6	-1.9	59	4.5	-2
O=C(NCc1cccs1)c1cccc(N2CCCC2=O)c1	9	19	2.0	2	9	-1.9	-0.9	-9	1.4	-1
O=C(c1ccco1)N1CCN(C(=O)C2CCN(S(=O)(=O)Cc3ccccc3)CC2)CC1	41	2	1.5	0	-2	1.1	1.9	-41	2.7	-3
Cn1nnnc1SCCNC(=O)C1CCC(=O)N(CCc2ccccc2)C1 (centres undefined)	12	-2	-2.8	-3	-6	-1.3	-0.9	-12	1.8	2
Cc1ccc(CNC(=O)C2CCN(S(=O)(=O)c3c(C)noc3/C=C/N(C)C)CC2)cc1	11	5	3.4	-3	0	-1.3	-3.6	-11	2.9	.
CCOC(=O)C(/C=C(\C#N)C(=O)OCC)=C(/N)N1CCN(c2ccccc2)CC1	4	7	4.7	.	4	0.2	2.0	-4	1.1	-4
Cc1c(NC(=O)C(c2ccccc2)c2ccccc2)cccc1C(=O)O	-15	-10	2.3	13	10	-1.3	1.4	15	1.9	0
COc1cc(/C=N/Nc2ccc(Cl)c(C(=O)O)c2)ccc1OCC(=O)N1C(C)CCCC1C (centres undefined)	-19	2	-0.2	.	3	-0.2	0.7	19	.	2
Cc1ccc(CN(C)C(=O)CCc2c[nH]c3ccccc23)o1	2	7	2.5	0	5	-2.3	-1.2	-2	0.8	-2
CC(=O)Nc1ccc(C(=O)CSc2nnc(Cc3ccccc3)o2)cc1	-6	6	2.2	.	9	-1.4	-0.1	6	3.3	-1
CCOC(=O)c1cc(S(=O)(=O)NCc2ccc3c(c2)OCO3)cn1C	17	6	-0.1	2	6	-1.0	0.2	-17	-0.2	-7
COc1ccc([N+](=O)[O-])cc1NS(=O)(=O)c1ccccc1	1	-6	1.6	-4	-7	-0.6	0.3	-1	2.0	-2
N#Cc1c(N)nc2c(c1N)CC(=O)N2c1ccccc1-c1ccccc1	.	0	-1.0	-1	1	-2.3	-3.8	.	-0.9	3
CCC(=O)NC(c1ccccc1Cl)c1c(O)ccc2ccccc12 (centres undefined)	8	?	4.3	-2	2	-0.8	2.6	-8	5.1	-3
Cn1ncc(Cl)c1C(=O)Nc1ccncc1	0	8	4.9	-1	.	-2.5	-1.8	0	2.0	1
CCOCc1[nH]c(=S)[nH]c(=O)c1Cc1ccc(OCC(C)C)cc1	-14	19	-6.1	0	0	-0.4	-1.2	14	4.9	3
CCO[C@H]1OC(C(=O)NCc2nc3ccccc3[nH]2)=C[C@@H](C2CCCCC2)[C@@H]1CCCO	-12	11	2.0	-4	-6	-1.3	-2.0	12	0.2	-1
O=C(Cn1cnc2scc(-c3ccc(F)cc3)c2c1=O)NCC(c1ccco1)N1CCCC1 (centres undefined)	5	-3	.	-2	8	-0.5	.	-5	0.5	-1
CCn1cc(Br)c(C(=O)NN)n1	9	11	1.1	.	-12	-2.4	-1.4	-9	-0.8	-2
C[n+]1ccccc1N1CCN(c2ccccc2Cl)CC1	10	4	1.0	-5	-17	0.0	-0.1	-10	2.8	-1
CC(C)(C)NC(=O)NC(=O)COC(=O)Cc1ccc(Cl)cc1Cl	8	15	-1.7	-2	4	0.2	0.8	-8	2.0	-4
COc1cc(/C=C/C(=O)OCC(=O)NCc2cccs2)ccc1OC(F)F	11	-5	2.1	-2	-4	-0.4	2.0	-11	0.4	1
CC1(C)CC(=O)C=C(c2ccc(Cl)c(C(F)(F)F)c2)C1	-16	-3	1.0	-3	-3	-0.1	0.6	16	2.2	-2
COc1cc(O)c(C(CC(=O)N2CCCCC2)c2cc(OC)c(OC)c(OC)c2)c(OC)c1 (centres undefined)	0	12	1.3	0	-12	-1.7	-3.4	0	1.8	-6
Cc1cccc(NC(=O)CN(C)S(=O)(=O)c2ccc(-c3ccc(=O)[nH]n3)s2)c1C	9	-5	1.6	-2	3	-3.9	-1.1	-9	1.8	1
CC(C)c1nnc(NC(=O)COc2ccc3c(c2)OCO3)s1	.	15	0.2	7	44	-1.7	-0.3	.	-0.8	-5
Cc1ccc(NC(=O)CCC(=O)OC(C(=O)c2ccc(C)c(C)c2)c2ccccc2)c(C)c1 (centres undefined)	44	9	0.4	.	.	1.2	-0.2	-44	2.4	0
O=C(N/N=C/c1ccco1)c1cccc([N+](=O)[O-])c1	34	-12	3.8	0	-3	-1.4	3.4	-34	2.8	-5
COc1cccc(NC(=O)CCN2CCN(c3ccccc3F)CC2)c1	-11	-12	-1.1	-7	19	-0.6	-0.1	11	4.4	0
CCCc1nnc(NC(=O)CCC(=O)Nc2ccc(Br)cc2)s1	-5	1	1.2	-1	5	-2.0	0.7	5	3.2	-2
Cc1ccccc1C(=O)Nc1ccc2c(c1)CCCN2C(=O)c1cccs1	-40	1	4.0	-4	-7	-4.2	0.6	40	2.9	-3
C[n+]1cccc(C2C(C#N)=C(N)Oc3c2ccc2ccccc32)c1 (centres undefined)	-5	5	3.0	3	.	-0.3	-1.2	5	2.2	.
COc1ccc(OCC(=O)N2CCC(Cc3ccccc3)CC2)cc1	-11	4	2.2	-2	-4	-2.3	-0.1	11	1.8	-2
CC(=O)Nc1ccc(Cl)cc1-c1ccccc1	10	-12	.	-4	8	-0.5	.	-10	4.4	.
O=C(Nc1cnc2sccn2c1=O)c1ccccc1Cl	14	-6	1.3	?	32	-0.5	-1.5	-14	2.5	-3
COc1ccc(-n2c(C)cc3cc(OC(C)=O)ccc32)cc1	-2	6	3.0	1	.	-1.0	-0.9	2	0.4	0
COc1ccc(S(=O)(=O)Nc2ccccc2C(=O)NCc2ccco2)cc1	9	8	1.9	-5	-8	0.1	-1.2	-9	1.8	2
O=C(CSc1nnc(CNC(=O)c2ccccc2F)o1)Nc1ccc2c(c1)OCO2	-8	0	-1.1	-3	-3	-2.8	-1.1	8	1.0	-8
